NSD2 inh: inhibitors of human NSD2, primary screen, biochemical, plate reader, single point. inhibition, % at 12.5 µM. Histone-lysine N-methyltransferase NSD2 (Homo sapiens), O96028. AID 624260, 2012. NSD2-SET H3K36me1 DELFIA fluorescence. actives 0.07% (n = 44,000); in the data active = inhibition above about 54%, passing the limit was not always enough;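 also: inhibitors reduce the monomethyl H3K36 fluorescence signal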
Target sequence (O96028 whole entry, looked up): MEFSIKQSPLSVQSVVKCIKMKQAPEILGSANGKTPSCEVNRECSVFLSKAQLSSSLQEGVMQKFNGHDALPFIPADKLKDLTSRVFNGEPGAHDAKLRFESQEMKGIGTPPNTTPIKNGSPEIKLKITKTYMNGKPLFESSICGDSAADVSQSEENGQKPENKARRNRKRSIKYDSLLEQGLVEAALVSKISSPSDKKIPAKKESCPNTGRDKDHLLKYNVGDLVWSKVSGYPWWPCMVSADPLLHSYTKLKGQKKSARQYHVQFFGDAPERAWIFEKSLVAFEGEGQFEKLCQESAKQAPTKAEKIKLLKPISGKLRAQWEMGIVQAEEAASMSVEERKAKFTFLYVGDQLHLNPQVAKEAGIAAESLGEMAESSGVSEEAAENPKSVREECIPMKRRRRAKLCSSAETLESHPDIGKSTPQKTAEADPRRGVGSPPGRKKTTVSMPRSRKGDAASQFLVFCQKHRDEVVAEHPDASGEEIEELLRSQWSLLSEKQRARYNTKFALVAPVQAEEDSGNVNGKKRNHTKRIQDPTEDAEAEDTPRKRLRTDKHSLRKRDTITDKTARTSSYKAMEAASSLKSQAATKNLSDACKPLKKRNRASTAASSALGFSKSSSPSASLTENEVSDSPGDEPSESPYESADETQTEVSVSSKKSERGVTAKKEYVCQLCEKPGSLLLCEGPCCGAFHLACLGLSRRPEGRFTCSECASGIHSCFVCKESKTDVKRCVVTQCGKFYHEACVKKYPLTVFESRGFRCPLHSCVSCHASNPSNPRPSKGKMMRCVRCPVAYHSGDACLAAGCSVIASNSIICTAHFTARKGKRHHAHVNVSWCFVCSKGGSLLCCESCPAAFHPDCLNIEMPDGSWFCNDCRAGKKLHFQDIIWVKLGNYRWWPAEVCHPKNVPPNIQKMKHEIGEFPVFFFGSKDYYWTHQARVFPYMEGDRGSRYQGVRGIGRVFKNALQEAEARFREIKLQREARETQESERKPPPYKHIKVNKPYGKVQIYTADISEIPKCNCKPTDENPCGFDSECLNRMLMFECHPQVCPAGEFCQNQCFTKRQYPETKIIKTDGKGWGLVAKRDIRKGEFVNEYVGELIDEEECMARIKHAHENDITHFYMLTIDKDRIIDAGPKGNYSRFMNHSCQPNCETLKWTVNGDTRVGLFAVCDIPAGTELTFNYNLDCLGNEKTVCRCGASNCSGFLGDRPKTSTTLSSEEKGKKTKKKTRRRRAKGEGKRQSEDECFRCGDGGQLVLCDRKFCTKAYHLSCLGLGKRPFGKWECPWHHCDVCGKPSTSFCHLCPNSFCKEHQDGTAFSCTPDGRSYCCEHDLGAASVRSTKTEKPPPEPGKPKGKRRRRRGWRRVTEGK
Numbers without * were called inactive; & = joins results of further samples.

C[C@@H]1CCCCO[C@@H](CN(C)Cc2ccncc2)[C@@H](C)CN([C@@H](C)CO)C(=O)c2cc(NC(=O)NC3CCCCC3)ccc2O1
  NSD2 inh = 15
C[C@H](CO)N1C[C@H](C)[C@H](CN(C)Cc2ccc(C(=O)Nc3ccccc3N)cc2)Oc2ccc(NC(=O)Cn3cnnn3)cc2C1=O
  NSD2 inh = 3
CNC[C@H]1OCc2ccccc2-c2ccccc2C(=O)N([C@H](C)CO)C[C@@H]1C
  NSD2 inh = -5
Clc1ccc(SCc2csc(-c3ccsc3)n2)cc1
  NSD2 inh = 38
COc1ccc(S(=O)(=O)Nc2ccc3c(c2)C(=O)N([C@@H](C)CO)C[C@H](C)[C@H](CN(C)CC2CC2)O3)cc1
  NSD2 inh = -4
C#Cc1ccc([C@H]2C=C(C(=O)NCc3nc4ccccc4[nH]3)O[C@@H](OCCCCO)C2)cc1
  NSD2 inh = -1
CC(=O)N(C)C[C@@H]1Oc2cc(/C=C/c3ccccc3)ccc2S(=O)(=O)N([C@@H](C)CO)C[C@H]1C
  NSD2 inh = -1
CC(C)COC(=O)N(C)C[C@@H]1OCc2cn(nn2)CCCC(=O)N([C@H](C)CO)C[C@@H]1C
  NSD2 inh = -2
CCO[C@@H]1OC(C(=O)N2CCN(Cc3ccccc3)CC2)=C[C@H](C(C)(C)C)[C@H]1CCCO
  NSD2 inh = -5
Cc1ccc(S(=O)(=O)N(C)C[C@H]2Oc3ccc(NC(=O)C4CC4)cc3C(=O)N([C@H](C)CO)C[C@@H]2C)cc1
  NSD2 inh = 1
C[C@H]1CN([C@@H](C)CO)C(=O)Cc2cc(NC(=O)C3CC3)ccc2O[C@H]1CN(C)Cc1ccc(C(F)(F)F)cc1
  NSD2 inh = -3
CCCN(C)C[C@@H]1Oc2cc(-c3ccc(C#N)cc3)ccc2S(=O)(=O)N([C@@H](C)CO)C[C@@H]1C
  NSD2 inh = -3
COc1ccc(CN(C)C[C@H]2OCCCC[C@@H](C)Oc3ccc(NC(=O)c4ccncc4)cc3C(=O)N([C@@H](C)CO)C[C@@H]2C)cc1
  NSD2 inh = 9
C[C@H](CO)N1C[C@H](C)[C@H](CN(C)C(=O)c2ccccc2)Oc2ncc(Br)cc2C1=O
  NSD2 inh = 2
C[C@H](CO)N1C[C@H](C)[C@@H](CN(C)C(=O)Nc2ccc(F)cc2)Oc2ccc(NC(=O)CCC(F)(F)F)cc2C1=O
  NSD2 inh = 8

COc1ccc(NC(=O)Nc2cccc3c2O[C@@H](CN(C)CC2CC2)[C@H](C)CN([C@@H](C)CO)C3=O)cc1
  NSD2 inh = 2
C[C@@H]1CN([C@H](C)CO)C(=O)Cc2cc(NC(=O)CCC(F)(F)F)ccc2O[C@H]1CN(C)Cc1ccc(-c2ccccc2)cc1
  NSD2 inh = -3
C[C@@H]1CN([C@@H](C)CO)C(=O)Cc2cc(NC(=O)CCCCCC(=O)Nc3ccccc3N)ccc2O[C@H]1CN(C)Cc1ccc(-c2ccccc2)cc1
  NSD2 inh = 2
COc1cccc(-c2ccc3c(c2)O[C@H](CN(C)C)[C@H](C)CN([C@@H](C)CO)S3(=O)=O)c1
  NSD2 inh = 2
Cc1ccc(S(=O)(=O)N(C)C[C@H]2Oc3ccc(NC(=O)Cc4cn(C)c5ccccc45)cc3CC(=O)N([C@@H](C)CO)C[C@@H]2C)cc1
  NSD2 inh = 2
COc1ccc(NC(=O)Nc2ccc3c(c2)CC(=O)N([C@H](C)CO)C[C@@H](C)[C@@H](CN(C)C(=O)Nc2ccc(OC)cc2)O3)cc1
  NSD2 inh = 0
Cc1ccc(S(=O)(=O)Nc2ccc3c(c2)C(=O)N([C@H](C)CO)C[C@H](C)[C@H](CN(C)S(=O)(=O)c2c(C)noc2C)OCCCC[C@H](C)O3)cc1
  NSD2 inh = -4
C[C@H]1CN([C@@H](C)CO)C(=O)Cc2cc(NC(=O)Cc3cn(C)c4ccccc34)ccc2O[C@H]1CN(C)CC1CC1
  NSD2 inh = 2
CC(C)NC(=O)N(C)C[C@@H]1Oc2ccc(NC(=O)Nc3cccc4ccccc34)cc2CC(=O)N([C@H](C)CO)C[C@@H]1C
  NSD2 inh = 4
C[C@H](CO)N1C[C@H](C)[C@H](CN(C)C(=O)Cc2ccccc2)OCCCC[C@H](C)Oc2ccc(NC(=O)Nc3ccc(F)cc3)cc2C1=O
  NSD2 inh = -4
CCCN(C)C[C@H]1OCCCC[C@@H](C)Oc2ccc(NC(=O)NC(C)C)cc2C(=O)N([C@H](C)CO)C[C@@H]1C
  NSD2 inh = 4
Cc1ccc(-c2ccc3c(c2)O[C@@H](CN(C)Cc2ccccc2)[C@@H](C)CN([C@@H](C)CO)S3(=O)=O)cc1
  NSD2 inh = 7
COc1cc(Br)cc(/C=N/NC(=O)c2ccccc2O)c1O
  NSD2 inh = 6
C[C@H]1CN([C@@H](C)CO)C(=O)Cc2cc(NS(=O)(=O)c3ccc(F)cc3)ccc2O[C@@H]1CN(C)S(C)(=O)=O
  NSD2 inh = -3
O=C(Cc1ccncc1)Nc1ccc2c(c1)[C@@H]1C[C@H](CC(=O)NC3CCCC3)O[C@H](CO)[C@@H]1O2
  NSD2 inh = 1

C[C@@H]1CN([C@@H](C)CO)C(=O)CCCn2cc(nn2)CO[C@@H]1CN(C)C(=O)c1cc(-c2ccccc2)on1
  NSD2 inh = 4
COc1ccc(NC(=O)N(C)C[C@H]2Oc3ccc(NC(=O)Nc4c(C)noc4C)cc3CC(=O)N([C@H](C)CO)C[C@@H]2C)cc1
  NSD2 inh = -4
O=C(C[C@H]1C[C@@H]2c3cc(NC(=O)C4CCOCC4)ccc3O[C@@H]2[C@@H](CO)O1)NCc1ccncc1
  NSD2 inh = 6
C[C@H](CO)N1C[C@H](C)[C@H](CN(C)S(C)(=O)=O)OCCCC[C@H](C)Oc2ccc(NC(=O)C3CCCCC3)cc2C1=O
  NSD2 inh = 2
COc1ccc(S(=O)(=O)Nc2ccc3c(c2)CC(=O)N([C@H](C)CO)C[C@@H](C)[C@@H](CN(C)S(=O)(=O)c2cn(C)cn2)O3)cc1
  NSD2 inh = -3
C[C@@H]1CN([C@H](C)CO)S(=O)(=O)c2ccc(C#CCN(C)C)cc2O[C@H]1CN(C)Cc1cccnc1
  NSD2 inh = 5
C[C@@H]1CN([C@@H](C)CO)S(=O)(=O)c2ccc(C3=CCCC3)cc2O[C@@H]1CN(C)C(=O)c1ccncc1
  NSD2 inh = 3
O=C(NC(Cc1ccccc1)C(=O)OCc1cnc(-c2ccccc2)o1)c1ccccc1 (centres undefined)
  NSD2 inh = 5
C=CC[C@@]1(C(=O)N(C)C)N=C(c2ccc(OCCCO)cc2)O[C@@H]1c1ccccc1
  NSD2 inh = -4
C[C@@H]1CCCCO[C@@H](CN(C)Cc2ccc3c(c2)OCO3)[C@@H](C)CN([C@H](C)CO)C(=O)c2cc(NC(=O)Nc3ccc(F)cc3)ccc2O1
  NSD2 inh = -7
[N-]=[N+]=Nc1ccccc1C[C@@]1(C(=O)NCCN2CCOCC2)N=C(c2ccc(OCCCO)cc2)O[C@@H]1c1ccccc1
  NSD2 inh = -2
O=C(C1=C[C@H](c2ccc(Br)cc2)C[C@H](OCc2ccc(CO)cc2)O1)N1CCCCCCC1
  NSD2 inh = 0
COC(=O)CCCCCCC(=O)N/N=C/c1cc(Br)ccc1OC
  NSD2 inh = 1
COc1ccc(C#Cc2ccc3c(c2)O[C@H](CN(C)C(C)=O)[C@H](C)CN([C@@H](C)CO)S3(=O)=O)cc1
  NSD2 inh = -2
O=C(NO)c1ccc(C(=O)N/N=C/c2nccs2)cc1
  NSD2 inh = -3

CCCCC/C=C\C/C=C\CCCCCCCC(=O)NCC(=O)O
  NSD2 inh = 12
C[C@@H]1CN([C@H](C)CO)C(=O)Cc2cc(NS(=O)(=O)c3ccc(F)cc3)ccc2O[C@H]1CN(C)Cc1ccc2c(c1)OCO2
  NSD2 inh = -7
C[C@@H]1CCCCO[C@@H](CN(C)S(=O)(=O)c2cn(C)cn2)[C@@H](C)CN([C@@H](C)CO)C(=O)c2cc(NC(=O)NC3CCCCC3)ccc2O1
  NSD2 inh = -3
CC(=O)N(C)C[C@@H]1Oc2cc(Br)ccc2S(=O)(=O)N([C@@H](C)CO)C[C@@H]1C
  NSD2 inh = 10
COc1ccc(-c2cnc3c(c2)C(=O)N([C@H](C)CO)C[C@H](C)[C@@H](CN(C)C(=O)Cc2ccccn2)O3)cc1
  NSD2 inh = -2
COc1ccc(S(=O)(=O)N(C)C[C@@H]2Oc3c(NC(=O)C4CCOCC4)cccc3C(=O)N([C@@H](C)CO)C[C@H]2C)cc1
  NSD2 inh = -2
Cn1cnc(S(=O)(=O)N[C@H]2CC[C@@H](CC(=O)N3CCN(c4ccccc4)CC3)O[C@@H]2CO)c1
  NSD2 inh = 6
C=CCc1cccc(C)c1OCCCN1CCC(C)CC1
  NSD2 inh = 4
COCC(=O)N(C)C[C@H]1Oc2cc(C3=CCCCC3)ccc2S(=O)(=O)N([C@@H](C)CO)C[C@H]1C
  NSD2 inh = -2
C[C@H](CO)N1C[C@H](C)[C@@H](CN(C)C(=O)Nc2ccccc2)Oc2ccc(NC(=O)c3ccncc3)cc2C1=O
  NSD2 inh = 4
CCC(=O)N(C)C[C@H]1Oc2cc(-c3ccc(C#N)cc3)ccc2S(=O)(=O)N([C@H](C)CO)C[C@@H]1C
  NSD2 inh = 1
CNC[C@@H]1Oc2cc(C#CCN(C)C)ccc2S(=O)(=O)N([C@H](C)CO)C[C@@H]1C
  NSD2 inh = 1
CCCN(C)C[C@@H]1Oc2ncc(Br)cc2C(=O)N([C@H](C)CO)C[C@@H]1C
  NSD2 inh = -6&0
CNC[C@@H]1Oc2ncc(C#CC3(O)CCCC3)cc2C(=O)N([C@@H](C)CO)C[C@@H]1C
  NSD2 inh = -3
C[C@@H]1CN([C@@H](C)CO)S(=O)(=O)c2ccc(-c3ccccc3F)cc2O[C@H]1CN(C)C
  NSD2 inh = -4

C[C@@H]1CN([C@@H](C)CO)C(=O)c2cc(Br)cnc2O[C@H]1CN(C)Cc1cccc(F)c1
  NSD2 inh = -11
C[C@@H]1CN([C@@H](C)CO)S(=O)(=O)c2ccc(C3=CCCCC3)cc2O[C@H]1CN(C)C(=O)Cc1ccncc1
  NSD2 inh = 4
CSc1ccc2c(c1)C(N1CCN(C)CC1)Cc1ccccc1S2 (centres undefined)
  NSD2 inh = 11
C[C@@H]1CN([C@H](C)CO)C(=O)Cc2cc(NC(=O)CCCCCC(=O)Nc3ccccc3N)ccc2O[C@H]1CN(C)Cc1ccc(C(F)(F)F)cc1
  NSD2 inh = -6
CCCCCCCC(O)C(O)C1CC(OC)=CC(=O)O1 (centres undefined)
  NSD2 inh = 1
C[C@H]1CN([C@@H](C)CO)C(=O)Cc2cc(NS(=O)(=O)c3ccc(Cl)cc3)ccc2O[C@H]1CN(C)CC1CCCCC1
  NSD2 inh = -2
C[C@@H]1CN([C@@H](C)CO)C(=O)c2cc(NC(=O)c3ccccc3)ccc2O[C@@H](C)CCCCO[C@H]1CN(C)S(=O)(=O)c1ccc(Cl)cc1
  NSD2 inh = 1
C[C@@H]1CN([C@H](C)CO)C(=O)c2cccc(NC(=O)CCCCCC(=O)Nc3ccccc3N)c2O[C@H]1CN(C)S(C)(=O)=O
  NSD2 inh = -1
COCC1=C2[C@@H](c3ccccc3)OB(O)C[C@@H]2[C@@H]2C(=O)N(C)C(=O)[C@@H]2C1
  NSD2 inh = -3
C[C@H]1CCCCO[C@H](CN(C)S(=O)(=O)c2cn(C)cn2)[C@@H](C)CN([C@@H](C)CO)C(=O)c2cc(NC(=O)Nc3ccc4c(c3)OCO4)ccc2O1
  NSD2 inh = 4
C[C@H]1CN([C@@H](C)CO)C(=O)Cc2cc(NC(=O)Cn3cnnn3)ccc2O[C@H]1CN(C)C(=O)Nc1ccc(F)cc1
  NSD2 inh = 3
C[C@H]1CN([C@@H](C)CO)C(=O)c2cc(NC(=O)Nc3ccc(C(F)(F)F)cc3)ccc2O[C@@H]1CN(C)S(=O)(=O)c1ccc(F)cc1
  NSD2 inh = -10
C[C@@H]1CN([C@@H](C)CO)C(=O)c2cc(NC(=O)CCCCCC(=O)Nc3ccccc3N)ccc2O[C@@H]1CN(C)C(=O)Nc1ccc2c(c1)OCO2
  NSD2 inh = 1
O=C(C[C@@H]1C[C@@H]2c3cc(NC(=O)C4CCOCC4)ccc3O[C@@H]2[C@@H](CO)O1)NCc1ccc2c(c1)OCO2
  NSD2 inh = 7
COc1cc(/C=C/C(=O)NCC(O)c2ccc(O)cc2)ccc1O (centres undefined)
  NSD2 inh = 2

CC(C)(C)[C@]1(O)CCN2C[C@H]3c4ccccc4CCc4cccc(c43)[C@@H]2C1
  NSD2 inh = 0
COc1cc(OC)c2ccc(=O)oc2c1CC(O)C(C)(C)OC (centres undefined)
  NSD2 inh = 0
C[C@@H]1CN([C@@H](C)CO)C(=O)c2cc(NC(=O)CCCN(C)C)ccc2O[C@@H](C)CCCCO[C@H]1CN(C)Cc1ccccc1
  NSD2 inh = -1
C[C@@H]1CN([C@@H](C)CO)C(=O)Cc2cc(NS(=O)(=O)c3cccs3)ccc2O[C@H]1CN(C)S(=O)(=O)c1cccs1
  NSD2 inh = 0
CC(C)NC(=O)N(C)C[C@@H]1Oc2ccc(N(C)C)cc2CC(=O)N([C@@H](C)CO)C[C@@H]1C
  NSD2 inh = 5
CSc1nsc(SCC(=O)Nc2ccc(C(C)=O)cc2)n1
  NSD2 inh = -3
C[C@@H]1CCCCO[C@@H](CN(C)C(=O)Nc2ccc(C(F)(F)F)cc2)[C@H](C)CN([C@H](C)CO)C(=O)c2cc(NS(=O)(=O)c3ccccc3)ccc2O1
  NSD2 inh = -15
COc1ccc(S(=O)(=O)N(C)C[C@H]2Oc3ccc(N(C)C)cc3CC(=O)N([C@@H](C)CO)C[C@@H]2C)cc1
  NSD2 inh = -6

Random excerpt: three compounds from above.
C[C@@H]1CCCCO[C@@H](CN(C)C(=O)Nc2ccc(C(F)(F)F)cc2)[C@H](C)CN([C@H](C)CO)C(=O)c2cc(NS(=O)(=O)c3ccccc3)ccc2O1
  NSD2 inh = -15
CC(C)NC(=O)N(C)C[C@@H]1Oc2ccc(N(C)C)cc2CC(=O)N([C@@H](C)CO)C[C@@H]1C
  NSD2 inh = 5
COc1ccc(S(=O)(=O)N(C)C[C@H]2Oc3ccc(N(C)C)cc3CC(=O)N([C@@H](C)CO)C[C@@H]2C)cc1
  NSD2 inh = -6

Screening data (PubChem)

A portion of the library; count on the stated rates, not on these rows.
